CIT2 TOR yeast: yeast TOR pathway CIT2-GFP modulation; S. cerevisiae CIT2-GFP strain, flow cytometry, 3 h; 100 means same as DMSO wells; GFP response vs DMSO, % at 10 µM; 320,000 compounds, 0.065% hits; AID 2029;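 active = GFP response relative to DMSO above a set limit, near the screen mean plus 3 SD, cut at about 150% in these data; inconclusive = Fewer than 70 cells measured for a yeast strain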;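 note: ratio of well median GFP fluorescence to mean of DMSO wells on the plate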
MEP2 TOR yeast: yeast TOR pathway MEP2-GFP modulation | S. cerevisiae MEP2-GFP strain, flow cytometry GFP, 3 h; 100% = DMSO control level | 330,000 compounds, 0.51% hits | GFP response vs DMSO, % at 10 µM;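 active = GFP response versus DMSO above a set limit, roughly screen mean plus 3 SD, cut at about 180% in these data; inconclusive = fewer than 70 cells counted for a yeast strain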;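 note: median GFP fluorescence of the barcode-gated MEP2-GFP cells per well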
AGP1-GFP MLPCN: yeast TOR pathway AGP1-GFP modulation | S. cerevisiae AGP1-GFP multiplex flow cytometry, 3 h; GFP as percent of DMSO wells | GFP response vs DMSO, % at 10 µM | 320,000 compounds, 0.02% hits;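 active = GFP response relative to DMSO above a set limit, near screen average plus 3 SD, cut at about 150% in these data; inconclusive = fewer than 70 cells counted for the yeast strain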;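 note: median GFP channel fluorescence of the gated AGP1 strain per well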
Yeast superoxide: yeast age-related superoxide inhibition as caloric restriction mimetic; S. cerevisiae aged cells, superoxide DHE fluorescence; stronger effect = lower value; superoxide response (% of plate mean), % at 10 µM; 330,000 compounds, 0.18% hits; AID 2690;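 active = superoxide response under a set limit, about three screen SD below normal, cut at about 65% in these data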;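 note: yeast aged for seven days with compound at 30 °C before DHE staining; 100% = average MFI of all compound-treated wells on the plate with controls excluded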
VLA-4 inh: inhibition in a human VLA-4 binding assay | P13612 | VLA-4 expressing cells, ligand binding flow cytometry | inhibition, % (about 7 µM as worked out from the volumes in the protocol) | 330,000 compounds, 0.2% hits; in the data active = inhibition above about 50%
Target sequence (P13612 whole entry, looked up): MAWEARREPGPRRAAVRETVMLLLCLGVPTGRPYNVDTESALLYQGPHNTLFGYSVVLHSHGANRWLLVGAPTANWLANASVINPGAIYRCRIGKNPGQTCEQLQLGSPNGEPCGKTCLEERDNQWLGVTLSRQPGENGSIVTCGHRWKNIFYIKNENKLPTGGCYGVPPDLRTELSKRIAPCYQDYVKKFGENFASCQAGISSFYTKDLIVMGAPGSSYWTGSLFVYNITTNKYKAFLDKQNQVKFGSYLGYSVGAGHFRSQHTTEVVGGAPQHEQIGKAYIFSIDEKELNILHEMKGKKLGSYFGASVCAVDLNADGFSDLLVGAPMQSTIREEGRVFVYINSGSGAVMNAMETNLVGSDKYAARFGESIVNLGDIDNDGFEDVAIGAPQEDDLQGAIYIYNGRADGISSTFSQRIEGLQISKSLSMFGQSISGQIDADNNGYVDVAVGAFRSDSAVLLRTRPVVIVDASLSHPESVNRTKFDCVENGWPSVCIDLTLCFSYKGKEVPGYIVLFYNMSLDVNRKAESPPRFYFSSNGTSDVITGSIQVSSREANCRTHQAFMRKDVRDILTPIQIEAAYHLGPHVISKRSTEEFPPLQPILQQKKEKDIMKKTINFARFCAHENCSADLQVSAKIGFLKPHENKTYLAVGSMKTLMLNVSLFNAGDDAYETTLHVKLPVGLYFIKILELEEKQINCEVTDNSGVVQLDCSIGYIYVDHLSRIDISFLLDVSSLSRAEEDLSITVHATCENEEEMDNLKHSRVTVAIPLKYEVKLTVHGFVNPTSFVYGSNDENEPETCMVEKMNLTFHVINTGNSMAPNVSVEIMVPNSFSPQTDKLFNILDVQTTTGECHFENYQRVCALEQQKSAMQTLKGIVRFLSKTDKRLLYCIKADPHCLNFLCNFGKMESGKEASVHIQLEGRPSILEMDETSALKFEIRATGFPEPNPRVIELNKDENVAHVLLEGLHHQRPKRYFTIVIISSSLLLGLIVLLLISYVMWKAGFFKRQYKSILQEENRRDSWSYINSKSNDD
LAP4 TOR yeast: alters LAP4-GFP fluorescence in TOR pathway yeast screen | 320,000 compounds, 0.34% hits | GFP response vs DMSO, % at 10 µM | AID 2023 | S. cerevisiae LAP4-GFP multiplex, flow cytometry GFP, 3 h; median GFP as percent of DMSO wells;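 active = GFP response vs DMSO above a set limit, about the screen mean plus 3 SD, cut at about 150% in these data; inconclusive = under 70 cell events counted for the yeast strain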
GRK2 inh: human GRK2 inhibition via aptamer displacement; P25098; bead flow cytometry, FAM-aptamer displacement from GRK2; inhibition of aptamer binding, % at 10 µM; 330,000 compounds, 0.59% hits; AID 488847;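 active = inhibition of aptamer binding above 40%, roughly 3 SD of noise, on plates passing a quality check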;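 note: median bead fluorescence of bound FAM aptamer so fluorescent compounds give negative values; no value below 0 was filed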
RPL19A TOR yeast: modulators of TOR pathway RPL19A-GFP in S. cerevisiae | S. cerevisiae RPL19A-GFP strain, flow cytometry, 3 h; stronger effect = lower value | percent response vs DMSO, % at 10 µM | 330,000 compounds, 0.3% hits;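 active = percent response vs DMSO below 50%; inconclusive = fewer than 70 events counted for the yeast strain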;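 note: median channel GFP fluorescence of the barcoded RPL19A-GFP strain; ratio of sample median GFP to plate DMSO average so 100% = DMSO; lower means less RPL19A-GFP as with rapamycin TOR inhibition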
Active calls of the source: *; ? = inconclusive; · = no result given; [ ] = dose if it differs, or a comment.

SMILES | AGP1-GFP MLPCN | RPL19A TOR yeast | Yeast superoxide | MEP2 TOR yeast | VLA-4 inh | CIT2 TOR yeast | LAP4 TOR yeast | GRK2 inh
O=C1C2C3CCCC3=C3CCCC3C2C(=O)N1c1ccccc1 (stereo not drawn) | 100.4 | 96.4 | 103.4 | 100.7 | 1.3 | 101.9 | 92.8 | 0.0
O=C(NCCCN1CCCC1=O)c1ccccc1NS(=O)(=O)c1ccc(F)cc1 | 100.1 | 98.0 | 98.2 | 98.2 | -12.0 | 98.7 | 102.6 | 0.0
CC(C)Cc1nnc(NC(=O)CCC(=O)N2CCN(c3ccc([N+](=O)[O-])cc3)CC2)s1 | 108.8 | 108.9 | 109.7 | 106.2 | -0.5 | 109.5 | 114.6 | 1.0
CC(C)Oc1ccc(S(=O)(=O)N2CCOCC2)cc1NC(=O)C1CCCC1 | 106.4 | 102.4 | 106.0 | 105.5 | 7.2 | 106.7 | 110.2 | 0.0
Cc1ccc(Nc2nc(Oc3ccc(=O)[nH]n3)nc(N(C)C)n2)cc1 | 97.8 | 100.4 | 94.2 | 104.1 | -1.7 | 100.8 | 98.4 | 1.0
CCOC(=O)CN(C(=O)CNC(=O)c1ccco1)C(C(=O)NC1CCCCC1)c1cccs1 (stereo not drawn) | 96.0 | 99.6 | 102.8 | 89.4 | -3.8 | 90.7 | 96.7 | 1.0
CN(c1ccc(C(=O)N2CCN(c3ccc(F)cc3)CC2)cc1)S(C)(=O)=O | 97.2 | 93.9 | 100.9 | 96.5 | 8.0 | 93.3 | 92.2 | 0.0
O=C(CCNC(=O)N1CC(=O)Nc2ccccc21)Nc1ccc(F)c(Cl)c1 | 106.3 | 101.7 | 115.8 | 109.8 | 1.1 | 112.2 | 96.2 | 0.0
Cc1ccc(/C=N/NC(=O)c2nnn(-c3nonc3N)c2-c2ccccc2)o1 | 90.0 | 89.5 | 113.1 | 89.8 | -7.5 | 93.7 | 86.1 | 5.0
COc1ccccc1C(=O)Nc1nnc(S(=O)(=O)N2CCOCC2)s1 | 103.0 | 100.0 | 96.6 | 100.7 | 0.0 | 98.0 | 103.8 | 1.0
O=C(O)c1cc(S(=O)(=O)Nc2ccc3cn[nH]c3c2)ccc1Br | 101.4 | 98.0 | 121.3 | 99.1 | 6.0 | 96.4 | 101.8 | 1.0
CCC(=O)Oc1ccc(C(CC)C(CC)c2ccc(OC(=O)CC)cc2)cc1 (stereo not drawn) | 92.8 | 103.9 | 98.6 | 103.4 | -5.0 | 120.6 | 117.9 | 0.0
O=C1N/C(=C/c2ccc(Br)s2)C(=O)N1c1ccccc1 | 104.2 | 107.0 | 104.7 | 106.7 | 25.0 | 103.0 | 96.9 | 0.0
Cc1nn(C(C)C(=O)NCC2CCCO2)c(C)c1[N+](=O)[O-] (stereo not drawn) | 103.6 | 95.4 | 95.6 | 98.2 | -0.8 | 95.7 | 89.6 | 2.0
C/C=C(/C)C(=O)O[C@@H]1c2c(ccc3ccc(=O)oc23)OC(C)(C)[C@@H]1OC(C)=O | 112.0 | 116.4 | 111.0 | 108.0 | 6.5 | 104.8 | 109.0 | 0.0
O=C1N=C(N2CCCCC2)S/C1=C\c1cn[nH]c1-c1ccccc1 | 93.2[may fluoresce red] | ? | 93.7 | 88.8[may fluoresce red] | -0.2 | 93.8[may fluoresce red] | 96.9[may fluoresce red] | 3.0
COc1ccccc1CNC(=O)COC(=O)c1ccc(C)c(S(=O)(=O)N2CCOCC2)c1 | 105.7 | 95.2 | 93.2 | 97.0 | 3.6 | 98.0 | 103.2 | 1.0
C[C@H](CO)N1C[C@H](C)[C@@H](CN(C)S(=O)(=O)c2cccs2)Oc2c(NC(=O)NC3CCCCC3)cccc2C1=O | 100.0 | 96.1 | 99.9 | 93.0 | 5.8 | 104.2 | 108.4 | 1.0
CCOC(=O)c1sc(NC(=O)CSc2nnc(C(C)C)n2C)nc1C | 92.6 | 90.9 | 103.9 | 87.1 | 10.3 | 88.8 | 92.2 | 3.0
CCC(N)C12CC3CC(CC(O)(C3)C1)C2 (stereo not drawn) | 98.5 | 96.7 | 93.0 | 102.1 | -4.2 | 100.5 | 100.3 | 0.0
CCOC(=O)CN1C(=O)N[C@@H](c2cccs2)C(C(=O)OC)=C1C | 87.7 | 101.5 | 98.7 | 92.5 | 8.2 | 89.7 | 99.7 | 1.0
CCC(=O)N1CCN(c2ccc(Cl)cc2NC(=O)Cc2ccc(Cl)cc2)CC1 | 99.5 | 96.0 | 88.9 | 95.3 | 2.6 | 95.3 | 101.7 | 2.0
COCCNC(=S)N/N=C(\C)c1ccccc1O | 91.8 | 92.3 | 80.6 | 90.2 | 18.8 | 86.4 | 88.7 | 0.0
CC(NC(=O)COC(=O)CNC(=O)c1ccc(-c2ccccc2)cc1)c1ccccc1 (stereo not drawn) | 100.2 | 100.0 | 103.0 | 105.0 | 6.2 | 94.7 | 101.3 | 2.0
O=C(COC(=O)c1ccc(O)cc1)Nc1cc(S(=O)(=O)N2CCOCC2)ccc1Cl | 90.2 | 90.4 | 113.4 | 94.2 | -0.9 | 87.1 | 92.2 | 0.0
COC(=O)c1cccc(OCC(O)Cn2cnc3cc(C)c(C)cc32)c1 (stereo not drawn) | 105.7 | 104.0 | 90.5 | 104.9 | 13.5 | 107.7 | 100.4 | 0.0
Cc1ccc2cc3c(NC(=O)c4ccco4)nn(CC(C)C)c3nc2c1 | · | 104.3 | 108.7 | 112.1 | 7.0 | 105.0 | 112.7 | 0.0
COc1ccc(C(=O)NCC23C=CC(O2)C2C(=O)N(Cc4ccccc4)C(=O)C23)cc1 (stereo not drawn) | 98.2 | 99.2 | 98.2 | 99.0 | -0.5 | 98.2 | 99.3 | 1.0
CN=C1S/C(=C\c2cc(C)n(-c3ccccc3F)c2C)C(=O)N1C | 87.4 | 98.4 | 92.2 | 101.0 | · | 91.7 | 138.5 | 5.0
CSCCC(NC(=O)c1ccc(Cl)cc1)C(=O)NC(C)(C)C (stereo not drawn) | 92.6 | 97.5 | 102.2 | 95.6 | 19.6 | 92.9 | 102.2 | 0.0
COc1ccc(NC(=O)C(c2ccccc2)c2ccccc2)c(OC)c1 | 109.9 | 97.0 | 97.2 | 97.2 | 22.5 | 96.2 | 110.4 | 1.0
CCOC(=O)c1c(C)[nH]c(C(=O)OC)c1CCC(=O)OC | 93.5 | 93.9 | 142.6 | 97.6 | 16.7 | 92.9 | 95.9 | 3.0
COc1ccccc1NC(=O)NC1(C(=O)N2CCC(O)CC2)CCCCC1 | 111.2 | 108.2 | 88.3 | 111.8 | 0.9 | 112.5 | 111.8 | 0.0
Cn1c(=O)c2c(nc(Br)n2CC(=O)c2cccs2)n(C)c1=O | 88.8 | 92.7 | 92.5 | 90.2 | 6.5 | 86.5 | 87.8 | 1.0
COc1ccc2[nH]c3nc(SCC(=O)NNC(=O)c4ccc(OC)c(OC)c4)nnc3c2c1 | 106.0 | 102.7 | 82.8 | 99.2 | 14.4 | 107.5 | 92.5 | 0.0
CCOC(=O)N1CCN(C(=O)COC(=O)c2cc(Cl)c(O)c(Cl)c2)CC1 | 93.1 | 95.5 | 105.2 | 97.7 | 16.2 | 101.2 | 85.7 | 4.0
Cc1ccc(C(=O)Nc2cccc(-c3ccc(N4CCOCC4)nn3)c2)cc1[N+](=O)[O-] | 133.2 | 111.5 | 76.1 | 92.6 | -12.8 | 102.7 | 131.9 | 0.0
COc1cc(/C=N/Nc2nc3ccccc3s2)ccc1OC(=O)c1ccccc1F | 106.7 | 106.4 | 93.1 | 99.6 | 0.0 | 100.4 | 98.3 | 0.0
O=C(Oc1cccc(N2C(=O)CCC2=O)c1)c1ccccc1 | 105.8 | 97.8 | 98.4 | 101.3 | 23.8 | 92.9 | 111.6 | 0.0
COc1ccc(NC(C)=O)cc1NC(=O)C1CCN(C(=O)Nc2ccccc2)CC1 | 108.7 | 100.7 | 100.3 | 100.1 | -2.0 | 96.1 | 101.6 | 3.0
Cc1ccc(OCCCC(=O)Nc2cc(Cl)ccc2-n2cncn2)cc1 | 99.9 | 98.5 | 109.2 | 109.4 | 10.1 | 105.2 | 104.8 | 0.0
CN(CC(=O)Nc1cccc(S(=O)(=O)N2CCCCC2)c1)Cc1ccc(F)cc1 | 97.8 | 94.8 | 95.9 | 94.5 | 6.8 | 108.5 | 102.9 | 2.0
COc1cc2sc(NC(=O)c3ccco3)nc2cc1Cl | 98.3 | 97.8 | 106.7 | 94.4 | -1.0 | 101.4 | 89.1 | 0.0
O=C(NNC(=O)C1C2CCC(C2)C1C(=O)O)c1ccc(Br)o1 (stereo not drawn) | 103.8 | 98.1 | 92.1 | 93.2 | 1.1 | 97.6 | 87.8 | 3.0
CC(C)N(C(=O)CSc1nnc(-c2ccc3c(c2)OCO3)n1C)C(C)C | 103.3 | 100.4 | 103.8 | 105.7 | 24.0 | 101.2 | 95.8 | 0.0
CCOC(=O)c1sc2nc(N3CCOCC3)c3c(c2c1N)CC(C)(C)N(C)C3 | 95.1 | 99.1 | 107.5 | 94.1 | -3.8 | 86.2 | 94.2 | 0.0
O=C(Nc1nnc(CCOCCOCCc2nnc(NC(=O)c3ccco3)s2)s1)c1ccco1 | 96.7 | 94.0 | 96.8 | 97.9 | -6.7 | 107.6 | 90.8 | 0.0
CCCCC#Cc1ccc(C(=O)NNC(=O)Nc2cc(Cl)cc(Cl)c2)o1 | 108.4 | 97.3 | 100.7 | 100.5 | 5.3 | 101.1 | 109.0 | 0.0
Cc1ccc2c(C)c(C(=O)N(Cc3cccs3)C3CCS(=O)(=O)C3)oc2c1 (stereo not drawn) | 101.7 | 99.7 | 106.3 | 101.7 | -5.2 | 104.3 | 93.6 | 1.0
COc1ccc(C)cc1S(=O)(=O)N1CCN(C/C=C/c2ccccc2)CC1 | 106.7 | 103.5 | 103.4 | 106.7 | 0.2 | 109.1 | 101.8 | 0.0
Cc1ccc(NS(=O)(=O)c2cc(C(N)=O)ccc2C)cc1 | · | 104.5 | 150.8 | 108.6 | 2.0 | 105.0 | 114.4 | 0.0
Cc1ccc2c(c1)N(C(=O)CCC(=O)O)CCO2 | 97.4 | 98.4 | 116.2 | 102.9 | 11.2 | 108.5 | 99.1 | 0.0
O=c1c(OC2OC(CO)C(O)C(O)C2OC2OC(CO)C(O)C(O)C2O)c(-c2ccc(O)cc2)oc2cc(O)cc(O)c12 (stereo not drawn) | 105.4 | 99.3 | 103.8 | 112.2 | -19.1 | 99.5 | 107.0 | 3.0
N#CCc1cnc2ccccc2n1 | 100.8 | 106.9 | 88.1 | 100.8 | 8.0 | 104.0 | 94.2 | 0.0
Clc1ccc(OCCn2cnc3ccccc32)c(Cl)c1 | 90.1 | 89.3 | 87.4 | 94.7 | 17.7 | 69.4 | 155.2* | 3.0
O=C(CCC(=O)Nc1ccc(F)cc1)N/N=C/c1cccc(Br)c1 | 108.8 | 105.4 | 98.7 | 96.8 | -5.0 | 102.1 | 105.3 | 0.0

From PubChem BioAssay
